Screening results as filed in PubChem.
miR122 inh: blocks miR-122 activity in Huh7 sensor cells; Huh7 miR-122 Renilla luciferase sensor, 48 h; neutral wells = 0, positive control = 100; activation (reporter increase), % at 12.5 µM; hit rate 0.3% among 340,000; AID 602342;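 active means mean replicate activation score at least 90 and every replicate individually at or above 90; inconclusive means only one of the two criteria met; inactive means neither criterion met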;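 further: higher luciferase means less miR-122 activity so hits act as miR-122 inhibitors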
PGC1a acetyl inh: modulators of PGC1a acetylation. inhibition, % at 15.6 µM. AID 651687. U2OS PGC1a acetylation, AlphaScreen anti-acetyl-lysine; with virally co-expressed GCN5 acetyltransferase. hit rate 0.17% among 350,000;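 active means every replicate shows inhibition of at least 40%; inconclusive means mean inhibition at least 40% but some replicate below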;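 further: 0% = neutral control wells and 100% = positive control wells; some results beyond the cut were filed as inactive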
EWS-Fli inh: EWS/Fli transcriptional activity inhibition; A673 NR0B1-luciferase reporter, viability-normalised; inhibition, % at 12.6 µM; hit rate 0.67% among 350,000; AID 651661;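 active means mean inhibition of at least 50% after viability correction, with every replicate also passing that limit; inconclusive means mean reaches 50% but only one of two replicates passes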;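 further: firefly luciferase signal divided by Alamar Blue viability fluorescence both relative to DMSO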
FN deposition inh: fibronectin deposition inhibition | AH1F fibroblasts, Alexa488-fibronectin deposition fluorescence, overnight | inhibition, % at 12.6 µM | hit rate 0.086% among 350,000 | AID 743247;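 active means mean inhibition across replicates of 30% or more, regardless of how many single replicates reach that level; inconclusive means mean under 30% yet at least half of replicates reach 30%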;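 further: positive control wells lacked labelled fibronectin entirely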
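Material – AH1F fibroblast monolayer, labelled fibronectin deposition · Reagent – labelled fibronectin 24 nM · Timing – 1 h adhesion, overnight exposure · Measured by – fluorescence at 485 nm excitation, 525 nm emission · Read-out – inhibition of fibronectin deposition signal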
CASP6 VEID inh: blocks human caspase-6 cleavage activity; P55212; purified caspase-6, Z-VEID-R110 cleavage fluorescence; inhibition, % at 12.5 µM; hit rate 0.53% among 350,000; AID 686996;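 active means mean inhibition across replicates at least about 35%, with every replicate also reaching that limit, limit read from the data; inconclusive means only one of the two criteria met; inactive means neither criterion met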;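 further: 0% = median of neutral control wells and 100% = no fluorescence left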
Target sequence (P55212 24-179 limits assumed): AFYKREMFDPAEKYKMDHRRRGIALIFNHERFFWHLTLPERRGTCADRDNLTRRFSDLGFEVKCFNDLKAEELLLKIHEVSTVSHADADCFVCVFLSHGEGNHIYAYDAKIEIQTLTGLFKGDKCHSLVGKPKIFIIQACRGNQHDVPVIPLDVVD
Target sequence (P55212 194-293 limits assumed): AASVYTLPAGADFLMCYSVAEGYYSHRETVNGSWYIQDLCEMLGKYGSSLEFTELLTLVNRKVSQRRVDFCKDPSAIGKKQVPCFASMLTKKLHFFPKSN
LGR2 inh: Drosophila LGR2 receptor signaling inhibition. HEK293 LGR2, CRE-luciferase, bursicon-stimulated, 4 h. hit rate 0.35% among 380,000. inhibition, % at 9.99 µM;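 active means drop in luminescence signal, shown as inhibition above about 50% in the replicate tests, limit read from the data, passing the limit was not always enough; inconclusive means probably only some replicates passing the limit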;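 further: agonist challenge used bursicon conditioned medium at about half maximal strength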
Cneo AK release: causes C. neoformans cell lysis | adenylate kinase release luminescence, 4 h; normalised: neutral wells 0, clomiphene wells 100 | lysis activity, % at 15 µM | hit rate 0.2% among 360,000;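 active means mean lysis activity across replicates of at least 80%, whatever share of replicates individually reach that level; inactive means mean lysis activity below 80%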
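Test system: log-phase Cryptococcus neoformans yeast cells; Quantity: yeast cell density of 5 × 10^6 cells/mL; Buffer or medium: YPD; Doses: single compound concentration per well; Timing: 4 h at 37 °C static, read 1 h later; Measured by: AK luminescence; Read-out basis: lysis from increased AK signal; Control set: Clomiphene as positive control.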
PAX8 reporter: lowers PAX8-driven luciferase in RMG-I cells; RMG-I TPO-luciferase reporter, SteadyGlo, 24 h; inhibition, % at 12.6 µM; hit rate 1.2% among 360,000; AID 652154;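 active means mean replicate inhibition at least 60% with every replicate also reaching 60%; inconclusive means only one of the two criteria is met; inactive means mean below 60% and not all replicates reaching 60%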;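 further: luciferase light reporting Pax8 driven TPO promoter activity; plate controls were median of neutral control wells for no effect and mitoxantrone controls for full effect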
* = called active by the depositor; ? = inconclusive; . = no result given; & = joins results of further samples; [ ] = another dose, or the depositor's remark.

Values run as follows: miR122 inh	PGC1a acetyl inh	EWS-Fli inh	FN deposition inh	CASP6 VEID inh	LGR2 inh	Cneo AK release	PAX8 reporter
- CC(C)CCNC(=O)C1CC(c2cccc(F)c2)=NO1 (centres undefined)
→ 0	-2	-3	7	-2	-3	0	3
- CCC(=O)N(C)C[C@H]1Oc2cc(C3=CCCCC3)ccc2S(=O)(=O)N([C@@H](C)CO)C[C@H]1C
→ -8[16.7 µM]	-18	-3	.	.	6	.	.
- CC#CCN1c2ccccc2[C@]23C[C@@H](C(=O)OC)N(C(=O)c4ccco4)C2=NC(C(=O)OC)=C(C(=O)OC)[C@H]13
→ -28	.	4	-17	4	10	6	-8
- CC(C)CC(=O)N=Nc1c(O)[nH]c2ccccc12
→ -4	.	-14	5	-2	-17	-2	-23
- COc1ccc(CNC(=O)c2ccc(=O)oc2)cc1OC
→ -6	1	.	.	1	.	0	.
- CCNC(=O)N1CCN(S(=O)(=O)c2ccc3c(c2)OCCCO3)CC1
→ 4	-5	4	2	0	7	1	-6
- C[C@@H]1CCCCO[C@H](CN(C)C(=O)Cc2ccccc2)[C@@H](C)CN([C@H](C)CO)C(=O)c2cc(NC(=O)c3ccccc3)ccc2O1
→ 12[16.7 µM]	6	10	-2	20	-14	-1	.
- CCOC(=O)c1ccc(NC(=S)N(CCCN2CCN(C)CC2)Cc2cccs2)cc1
→ 14	-5	14	1	-2	-10	-7	4
- CC1(C)C2CCC1(C)C1(C2)NC(=O)c2ccccc2O1 (centres undefined)
→ .	.	8	0	1	16	.	25
- COc1cc(/C=N/NC(=O)c2ccc(Cl)c(S(N)(=O)=O)c2)ccc1OCC(N)=O
→ .	4	-1	0	2	2	.	-4
- O=C(Nc1cc(Cl)ccc1N1CCCCC1)c1cccs1
→ 0	3	.	1	.	.	2	9
- C[C@]1(C(=O)NCCc2c[nH]c3ccccc23)C=C[C@@H](Cc2ccccc2)N1C(=O)c1ccccc1
→ 0	2	-10	-3	1	19	-1	6
- Cc1ccc(S(=O)(=O)N2C[C@@H]3[C@H]4CC[C@H](C4)[C@@H]3[C@@H](C)[C@H]2c2ccn(Cc3ccccc3)c2)cc1
→ -8	4	4	-2	-1	0	0	-12
- C[C@@H]1CN([C@H](C)CO)C(=O)c2cc(NC(=O)c3ccncc3)ccc2O[C@H]1CN(C)C(=O)Nc1ccc2c(c1)OCO2
→ -3[16.7 µM]	22	-12	.	0	27	0	.
- CCC(=O)N1CC(=O)N2[C@H](CO)[C@@H](c3ccc(C#CC4CCCCC4)cc3)[C@H]2C1
→ .	-2	-1	.	-2	13	.	3
- Cc1ccc(N(Cc2ccccc2)C(=O)c2cc(S(=O)(=O)N3CCOCC3)ccc2Cl)cc1
→ 29	-3	8	-3	2	17	0	25
- Nc1ccc2nc(-c3cc(Cl)c(N)c(Cl)c3)[nH]c2c1
→ -5	-31	.	-18	.	.	-4	-18
- CC1CCN(S(=O)(=O)c2ccc3ncn(CC(=O)N4CCN(C)CC4)c(=O)c3c2)CC1
→ 5	-4	-2	-13	2	13	.	3
- S=C1NCN(CC2CC2)CN1
→ .	.	-6	0	-4	17	.	-21
- CSc1nc(-c2ccc(Cl)cc2)c(C#N)c(=O)n1C
→ -6	0	5	-7	-1	13	2	-4
- O=C(C[C@H]1CC[C@@H]2[C@H](COC[C@@H](O)CN2C(=O)Nc2ccc(F)cc2)O1)NCCCN1CCOCC1
→ -3[16.7 µM]	-12	-24	-2	5	-5	-7	-6
- CC(=O)Nc1cccc(C(=O)OCC(=O)N2CCN(C(=O)COC(=O)c3cccc(NC(C)=O)c3)CC2)c1
→ -10	8	-2	3	-47	-7	-1	-12
- Cn1cnc(S(=O)(=O)N[C@@H]2C=C[C@H](CC(=O)Nc3ccccc3)O[C@@H]2CO)c1
→ .	0	0	.	-5	10	0	.
- O=C(Nc1nc2ccccc2[nH]1)c1ccc(Cl)c([N+](=O)[O-])c1
→ .	-4	-35	1	0	.	-1	13
- O=C(c1ccc2c(c1)OCCO2)C1CCN(C(=O)c2ccc(F)cc2)CC1
→ -1	-20	.	-4	.	5	1	.
- O=C(NC(=S)NNC(=O)c1ccccc1O)c1ccco1
→ 37	.	0	7	0	-5	-2	8
- CCCC(=O)Nc1ccc2c(c1)C(=O)N(C)[C@@H]1CC[C@H](CC(=O)O)O[C@@H]1CO2
→ 7[16.7 µM]	6	2	-8	-1	17	-5	-2
- COc1cccc2cc(C(=O)c3ccccc3)oc12
→ .	3	-28	-9	0	-57	.	-76
- Cn1c(=O)[nH]c(=O)c2c1nc(SCCCO)n2CCCc1ccccc1
→ -3	2	14	2	-3	-6	1	-4
- O=C(Cc1ccc(NS(=O)(=O)c2cccc(C(F)(F)F)c2)cc1)NCCN1CCOCC1
→ -3	.	-1	-5	-2	27	0	-11

(next part)
Values run as follows: miR122 inh	PGC1a acetyl inh	EWS-Fli inh	FN deposition inh	CASP6 VEID inh	LGR2 inh	Cneo AK release	PAX8 reporter
- Cc1cc(C)cc(NC(=O)c2ccc(CN3CCc4ccccc4C3)cc2)c1
→ .	.	-2	4	-1	-6	-1	14
- CO[C@@H]1CN(C)C(=O)c2cc(NC(=O)NC3CCCCC3)ccc2OC[C@@H](C)N(CCc2ccccc2)C[C@H]1C
→ .	-3	9&2	-5&-16	2&-9	-1&-23	-2	18
- NC(=O)C1CCN(c2nc(-c3cccnc3)cs2)CC1
→ 0	-10	3	0	.	2	3	-5
- COc1ccc(C(=O)Nc2nccs2)cc1[N+](=O)[O-]
→ -7	7	-29	-7	-2	-4	1	-36
- O=C(NCC1CC1)c1ccc2c3n(nc2c1)-c1ccc(Cl)cc1CO3
→ .	.	-124	-7	3	-103	0	-139
- O=C(O)C1CC(O)CN1C(=O)c1ccco1 (centres undefined)
→ -8	.	.	-1	.	.	-1	24
- CCO[C@@H]1OC(C(=O)NCc2nc3ccccc3[nH]2)=C[C@H](c2coc3ccccc3c2=O)[C@H]1CCCO
→ 1	-3	0	2	1	-8	1	19
- COCC1CCN(C(=O)c2cc(COc3cncc(Cl)c3)on2)C1 (centres undefined)
→ -2	-12	5	-7	1	-5	2	-8
- COC(=O)[C@@H]1[C@@H](CO)[C@@H]2Cn3c(ccc(-c4ccccc4)c3=O)[C@@H]2N1Cc1cccc(F)c1
→ 0[16.7 µM]	.	1	.	-1	-2	1	9
- COc1ccc(OCc2cc(C(=O)N3CCCC3)no2)c2ccccc12
→ 6	.	.	1	-1	-59	0	-222
- CCCCNC(=O)N(C)c1nncnc1C(=O)NC
→ 0	-1	.	4	.	.	5	.
- O=C(C1CCCCC1)N1CCN=C1SCc1cccnc1
→ -6	-13	1	-5	9	13	0	-21
- O=C(CN1C(=O)NC2(CCCCCC2)C1=O)N1CCN(c2ccccc2)CC1
→ .	-4	-5	3	2	13	-2	10
- C[C@@H]1CN([C@H](C)CO)S(=O)(=O)c2ccc(C#CC3CC3)cc2O[C@H]1CN(C)Cc1cncnc1
→ 12[16.7 µM]	-8	14	.	.	1	.	.
- COc1ccc(-c2nc3c(C)cc(Br)cn3c2Cc2cccc(Cl)c2)cc1OC
→ 2	-12	-3	2	-2	-12	1	22
- O=C(Cn1cnc2ccccc21)Nc1cc(C(F)(F)F)ccc1N1CCOCC1
→ 7	-9	.	7	.	.	2	.
- CCCC(=O)Nc1ccc(C=C(C(C)=O)C(C)=O)cc1
→ 0	4	12	-6	0	6	0	13
- C=C1C(=O)[C@]23C[C@H]1CCC2[C@]1(C)CCC[C@@](C)(C(=O)O)C1C[C@@H]3O (some centres undefined)
→ -2	?	40	6	4	25	-3	117*
- C=CCNC(=O)Nc1ccc(Cl)cn1
→ .	.	13	-2	0	-17	.	-3
- CCOc1cc(N2CCOCC2)c(OCC)cc1NC(=O)C(C)(C)C
→ .	4	3	-1	2	10	.	0
- C[C@@H]1CN([C@H](C)CO)C(=O)c2cc(NC(=O)CCC(F)(F)F)ccc2O[C@@H](C)CCCCO[C@H]1CN(C)C(=O)Cc1ccccc1
→ -4[16.7 µM]	2	4	-8	.	-8	3	2
- CCC(C(=O)N1CCN(Cc2ccc3c(c2)OCO3)CC1)n1nnc2ccccc2c1=O (centres undefined)
→ .	.	8	.	1	6	.	4
- N#C/C(=C\c1cccn1-c1ccccc1)C(=O)NC1CCCCC1
→ 36	.	62*	14	-2	.	.	21
- Cc1ccc(N2C(=O)CC(N3CCSCC3)C2=O)c(C)c1 (centres undefined)
→ .	.	-1	-17	2	2	.	11
- CO[C@H]1CN(C)C(=O)c2ccc(NC(=O)C3CCCCC3)cc2OC[C@@H](C)N(C(=O)c2ccccc2)C[C@@H]1C
→ 1[16.7 µM]	-1	3	-5	1	-5	-1	2
- CCOc1cc(CNn2cn[nH]c2=S)cc(Cl)c1OCc1ccccc1F
→ -1	0	16	-5	-1	-7	-1	2
- CCOc1ccc2oc(C(=O)N(CC)CC(=O)Nc3ccc(NC(C)=O)cc3)c(C)c2c1
→ 16	12	1	9	4	-4	-1	10
- CC(C)CN1CCC(=O)N(CCN=[N+]=[N-])CC1
→ -15	.	-6	-7	-6	16	-1	-4
- Cc1c(P(=S)(c2ccccc2)c2ccccc2)[n+]2ccccc2n1C/C=C/c1ccccc1
→ -18	.	21	7	2	32	-1	101*
- Cc1ccc(S(=O)(=O)N(C)C[C@@H]2Oc3c(NC(=O)CCCCCC(=O)Nc4ccccc4N)cccc3C(=O)N([C@@H](C)CO)C[C@@H]2C)cc1
→ .	3	.	.	1	-3	.	28

Next part.
Values run as follows: miR122 inh	PGC1a acetyl inh	EWS-Fli inh	FN deposition inh	CASP6 VEID inh	LGR2 inh	Cneo AK release	PAX8 reporter
- O=C(C[C@@H]1CC[C@@H]2[C@H](COC[C@H](O)CN2S(=O)(=O)c2cccc(Cl)c2)O1)N1CCOCC1
→ 0[16.7 µM]	-6	-6	4	2	2	0	13
- Cc1nc(N2CCN(Cc3ccc4c(c3)OCO4)CC2)[nH]c(=O)c1C
→ 0	1	-15	-1	-1	4	-4	-10
- Cc1[nH][nH]c(=O)c1C=NCc1ccc(Cl)cc1
→ 6	.	2	-8	0	7	1	-13
- S=C(Nc1ccccc1)Nc1ccc(OCc2ccccc2)cc1
→ 15	.	.	-10	.	.	12	-14
- COc1ccc(Cl)cc1NC(=S)N(Cc1ccccc1C)CC1CCC(C(=O)O)CC1 (centres undefined)
→ 0	0	6	-7	-1	0	1	-24
- COc1ccc(CN(C)C[C@H]2Oc3c(NC(=O)Nc4ccc5c(c4)OCO5)cccc3C(=O)N([C@H](C)CO)C[C@@H]2C)cc1
→ 23[16.7 µM]	.	-10	.	0	-32	-3	-103
- O=C(N/N=C/c1ccc(N2CCOCC2)cc1)C1CC1
→ 0	10	-15	5	0	-3	0	-30
- CCN(Cc1ccncc1)C(=O)CC1C(=O)NCCN1Cc1ccc(F)c(F)c1 (centres undefined)
→ .	.	9	0	-2	4	.	-15
- COc1ccc(CN(C)C[C@H]2OCCCC[C@H](C)Oc3ccc(NC(=O)Nc4c(C)noc4C)cc3C(=O)N([C@H](C)CO)C[C@@H]2C)cc1
→ 11[16.7 µM]	1	-8	.	1	1	-4	8
- Cc1ccc(C(=O)COC(=O)CCN2C(=O)C3C4CCC(C4)C3C2=O)cc1[N+](=O)[O-] (centres undefined)
→ -1	0	.	2	-2	-11	0	8
- CCOC(=O)C1=C(C)Nc2ccccc2N=C1NC(=O)c1cccc(S(=O)(=O)N(C)C)c1
→ -2	-6	.	5	5	-8	-1	7
